Screening results as filed in PubChem BioAssay.
TDP1 block – qHTS Assay for Inhibitors of Tyrosyl-DNA Phosphodiesterase (TDP1). 350,000 tested, 0.28% active. Tyrosyl-DNA phosphodiesterase 1 (Homo sapiens), Q9NUW8. recombinant TDP1, AlphaScreen DNA substrate cleavage. Potency, µM (titrated, usually from 130 µM), without a hit: at the top dose activity change, negative = inhibition, most hits filed as inhibitors; also: nearly all actives have a fitted effect of over 40% in size
Target sequence (Q9NUW8 whole entry, looked up): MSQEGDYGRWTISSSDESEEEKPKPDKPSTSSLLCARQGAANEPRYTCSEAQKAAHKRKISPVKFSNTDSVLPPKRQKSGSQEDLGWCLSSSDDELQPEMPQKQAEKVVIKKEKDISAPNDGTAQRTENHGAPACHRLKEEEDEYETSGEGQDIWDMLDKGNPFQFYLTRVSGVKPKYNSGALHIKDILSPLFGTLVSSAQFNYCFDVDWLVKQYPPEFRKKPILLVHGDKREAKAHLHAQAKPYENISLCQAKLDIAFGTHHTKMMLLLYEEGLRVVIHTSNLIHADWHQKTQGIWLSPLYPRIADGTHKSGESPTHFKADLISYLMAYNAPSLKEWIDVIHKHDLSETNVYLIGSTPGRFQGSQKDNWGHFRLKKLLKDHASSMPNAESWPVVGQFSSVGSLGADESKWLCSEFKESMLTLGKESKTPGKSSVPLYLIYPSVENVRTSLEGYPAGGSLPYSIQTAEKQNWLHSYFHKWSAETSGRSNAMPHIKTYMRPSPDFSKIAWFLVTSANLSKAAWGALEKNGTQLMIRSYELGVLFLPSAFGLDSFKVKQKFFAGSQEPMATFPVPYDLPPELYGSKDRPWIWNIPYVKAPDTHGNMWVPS
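Signal: AlphaScreen proximity between streptavidin donor and anti-FITC acceptor beads on intact substrate. Reaction: Tdp1 1 nM, substrate 15 nM final, 5 min RT after 15 min compound preincubation.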
N370S GC – qHTS Assay for Inhibitors and Activators of N370S glucocerebrosidase as a Potential Chaperone Treatment of Gaucher Disease; 330,000 tested, 0.092% active; Potency, µM (titrated, usually from 59.4 µM), for inactives: top-dose activity change, negative = inhibition, hits mostly inhibitors; N370S GC spleen homogenate, 4MU-glucoside fluorescence; AID 2101, 2009;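 also: 0% = full enzyme activity and -100% = no enzyme basal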
FEN1 inhibitor – qHTS Assay for the Inhibitors of Human Flap endonuclease 1 (FEN1). P39748. Recombinant FEN1 flap cleavage, fluorescence, 15 min. Potency, µM (series often up to 114 µM), for the others: top-dose activity change, negative = inhibition, most hits filed as inhibitors. 390,000 tested, 0.35% active; also: nearly all actives have a fitted effect of over 65% in size
Target sequence (P39748 whole entry, looked up): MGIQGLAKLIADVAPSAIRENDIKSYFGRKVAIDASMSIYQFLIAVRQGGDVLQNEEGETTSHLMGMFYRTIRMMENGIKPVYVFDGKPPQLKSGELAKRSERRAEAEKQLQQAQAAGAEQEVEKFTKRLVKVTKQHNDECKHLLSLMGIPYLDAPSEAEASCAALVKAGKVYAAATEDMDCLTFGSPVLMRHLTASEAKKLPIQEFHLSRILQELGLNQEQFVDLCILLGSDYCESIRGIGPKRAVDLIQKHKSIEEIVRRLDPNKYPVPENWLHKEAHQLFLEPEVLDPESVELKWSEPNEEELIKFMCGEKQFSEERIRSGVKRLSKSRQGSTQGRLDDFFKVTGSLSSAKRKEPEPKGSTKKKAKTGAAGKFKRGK
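Read-out was taken twice, immediately and after 15 min, following addition of 50 nM substrate to 10 nM FEN1 that had sat with test compound for 15 min at room temperature. Curves came from a four-parameter Hill model.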
The depositor's hits bear a star; ? = inconclusive; / = not tested or not shown; & = joins results of further samples; [ ] = dose if it differs, or a comment. Calls follow the shape of the dose curve; as a rule, active = well fitted curve in the direction sought with a large enough effect; inconclusive = small, poorly fitted or top-dose-only effect, or another doubt; inactive = no such curve, though single readings can be large; an effect the other way counts as inactive or inconclusive. Unless noted, % is scaled to controls: 0 for no effect and ±100 for the full control effect; potency is read from the fitted curve at half-maximal effect.

SMILES	TDP1 block	N370S GC	FEN1 inhibitor
NCCC[C@@H](CC(=O)N[C@@H]1CCCC[C@H]1C(=O)N[C@H](CC(=O)N[C@@H](CCC(=O)O)CC(=O)O)Cc1c[nH]c2ccccc12)NC(=O)C[C@H](CO)NC(=O)[C@@H]1CNCC[C@H]1N	2%	3%	/
CCCc1cc(=O)oc2c(C)c(OCC(=O)N3C[C@H]4C[C@@H](C3)c3cccc(=O)n3C4)ccc12	/	-5%	16%
COc1cc(C2/C(=C(\O)c3ccc4c(c3)CC(C)O4)C(=O)C(=O)N2Cc2ccco2)ccc1O (stereo not drawn)	-1%	-28%	-14%
Cc1nc2ccc(NC(=O)N3CCOCC3)cc2nc1C	-8%	0%	-2%
O=C1c2cccc3cccc(c23)C(=O)N1c1ccccn1	7%	-17%	10%
CCOC(=O)c1ccc(NC(=O)C2CC2)cc1	5%	-5%	10%
O=C1CC[C@@H](C(=O)O)N1	-4%	-18%	1%
COc1ccc(CC(=O)OCC(=O)NC(=O)NC23CC4CC(CC(C4)C2)C3)cc1	-1%	10%	-22%
COC(=O)c1cn(C(=O)c2ccc(C)cc2)c2ccccc12	-5%	28%	-9%
Cn1nccc1NS(=O)(=O)c1ccc(NC(=O)C(F)(F)F)cc1	4%	4%	8%
COc1ccc(CNC(=O)CN(Cc2ccc(C)cc2)S(=O)(=O)c2ccc(Cl)cc2)cc1	2%	8%	4%
COc1ccc(OC)c(NC(=O)CCN2C(=O)c3ccccc3C2=O)c1	/	-2%	24%
Cc1ccccc1C(=O)N1CCC(C(=O)Nc2ccc(F)cc2)CC1	1%	5%	-4%
CN(C)CCNc1ncnc2c1sc1nc(-c3ccccc3)c3c(c12)CCCC3	/	-1%	-32%
CC(=O)C1C(c2cccc(F)c2)c2c(n[nH]c2C)CC1(C)O (stereo not drawn)	3%	-10%	23%
CCn1cc(CNC(=O)c2ccc(Cl)c([N+](=O)[O-])c2)c(C)n1	-2%	2%	5%
CCOc1ccc2nc(SCC(=O)N(CC(C)C)c3c(N)n(Cc4ccccc4)c(=O)[nH]c3=O)[nH]c2c1	2%[0.505 µM]	26%	11%
CN(Cc1c(F)cccc1Cl)C(=O)c1ccc2ccccc2n1	18%	-4%	12%
O=C(Cn1ncn2cccc2c1=O)NCc1cccc(Br)c1	3%	/	-9%
COc1ccc(CN2C(=O)CN(C3CCCCCC3)C(=O)C2c2ccc(F)cc2)cc1 (stereo not drawn)	-3%	5%	-20%
COc1ccccc1NC(=O)N(Cc1ccccc1)C1=NCC(C)S1 (stereo not drawn)	0%	-13%	1%
COc1ccc(CNC(=O)CC2(CC(=O)O)CCCCC2)cc1	/	-5%	7%
CCCCCCCCCn1ccc(=N)cc1	-1%	-13%	-7%
N#Cc1c2n(c3c(=S)nc[nH]c13)CCCCC2	0%	11%	-3%
Cc1ccc(CSc2nnc3nc(C)cc(C)n23)cc1	2%	3%	1%
O=C(CC1N=C2c3ccccc3N=C(SCc3cccc(Cl)c3)N2C1=O)NC1CCCCC1 (stereo not drawn)	0%	/	19%
O=c1nc(NCc2ccccc2Cl)cn[nH]1	-2%	/	0%
CN(C(=O)COC(=O)c1ccc2c(c1)OCCO2)C1CCCCC1	5%	-1%	-6%
O=[N+]([O-])c1cccnc1Sc1n[nH]c(-c2ccc(Cl)cc2)n1	6%	11%	15%
Cc1cc(=O)oc(C)c1C(=O)Nc1cccc(F)c1	3%	2%	3%
CCOC(=O)C1CCCN(Cc2cc(OC)c(O)c(OC)c2)C1 (stereo not drawn)	-6%	3%	-10%
CCOC(=O)C(NC(C)=O)(Nc1ccc(S(=O)(=O)Nc2nccs2)cc1)C(F)(F)F (stereo not drawn)	3%	23%	1%
Cc1cccc(Oc2nc3c(c(=O)n(C)c(=O)n3C)n2C)c1C	3%	/	-3%
CCOc1ccc(COC(=O)C2CC(=O)N(CCc3ccccc3)C2)cc1OC (stereo not drawn)	1%[56.1 µM]	/	18%
COC(=O)c1cc(NC(=O)Nc2cc(OC)ccc2OC)cc(C(=O)OC)c1	6%	3%	-16%
CCOc1ccc(CN(C(=O)c2cc3ccccc3oc2=O)C2CCS(=O)(=O)C2)cc1 (stereo not drawn)	/	4%	9%

Results in TDP1 block (2 entries from above):
| mol | TDP1 block |
| --- | --- |
| CCOC(=O)C1CCCN(Cc2cc(OC)c(O)c(OC)c2)C1 (stereo not drawn) | -6% |
| CCOC(=O)C(NC(C)=O)(Nc1ccc(S(=O)(=O)Nc2nccs2)cc1)C(F)(F)F (stereo not drawn) | 3% |

More results follow:
SMILES	TDP1 block	N370S GC	FEN1 inhibitor
COc1cc(NC(=S)N2CCOCC2)c(OC)cc1Cl	6%	11%	-3%
Cc1ccc(C(=O)NCC(=O)Nc2ccc3c(c2)CCC3)cc1C	3%[0.505 µM]	-1%	8%
CC(C)CN(C(=O)c1ccc(=O)n(C)n1)c1nc2ccccc2s1	0%	20%	-3%
Cc1cc2nc(CCN(C(=S)NCC(C)C)C3CCCC3)[nH]c2cc1C	3%	8%	-4%
Cc1noc(NS(=O)(=O)c2ccc(N/C=C\C(=O)c3ccc(Br)cc3)cc2)c1C	10%	3%	6%
CS(=O)(=O)n1nc(-c2ccc(Cl)cc2)nc1SCc1ccccc1	1%	-11%	-7%
COc1cccc(/C=N/NC(=O)CNC(=O)C2COc3ccccc3O2)c1O (stereo not drawn)	3%	-7%	11%
O=C(c1cc(C(=O)N2CCN(c3ccc(F)cc3)CC2)cc([N+](=O)[O-])c1)N1CCN(c2ccc(F)cc2)CC1	/	0%	9%
Cc1ccc(CNC(=O)c2ccc(N3CCC4(CC3)CC(c3ccccc3)=NO4)c(NC(=O)c3ccc(Br)cc3)c2)cc1	/	21%	12%
COc1ccc(-n2c(C)cc(/C=C3\C(=O)NN(c4ccccc4)C3=O)c2C)cc1	-3%	4%	-2%
COc1cccc(C2C(C(=O)c3cc4ccccc4o3)=C(O)C(=O)N2c2cc(C)on2)c1OC (stereo not drawn)	-4%	-4%	-6%
Cn1c(=O)c2c(ncn2CCC(=O)N/N=C/c2ccncc2)n(C)c1=O	3%	-5%	0%
Cc1ccc(NC(=O)C2=NNC(=O)CC2)cc1F	-4%	-10%	-3%
COc1cc(/C=C/C(=O)c2ccc(Cl)s2)cc(OC)c1O	4%	16%	?
Cc1ccc2cc(C)c(NCCO)nc2c1	-5%	-3%	-12%
O=c1cc(-c2ccccc2)nc2cc(-c3ccc(Br)cc3)[nH]n12	/	-18%	-18%
CCn1c(CNC(=O)c2ccco2)nnc1SCC(=O)Nc1cc(C)c(C)cc1Br	5%	13%	-6%
Cc1cc(NC(=O)c2ccc(C#N)cc2)n(-c2ccccc2)n1	/	?	-12%
CC(NC(=O)C1CCN(S(=O)(=O)c2cc([N+](=O)[O-])ccc2Cl)CC1)c1ccccc1 (stereo not drawn)	3%	-6%	-1%
O=C(Nc1ccccc1)C1(c2ccccc2)CC1(Cl)Cl (stereo not drawn)	3%	2%	-6%
O=c1ccc(S(=O)(=O)N2CCCC2)cn1Cc1ccc(Cl)cc1Cl	-5%	/	-7%
COc1ccccc1NC(=O)c1oc2ccccc2c1NC(=O)c1cccc(OC)c1OC	-4%	/	-2%
CCOC(=O)c1c(C(C)(C)C)oc2ccc(O)cc12	0%	7%	0%
COc1ccc(C(C)NC(=O)Nc2ccc(C(C)=O)cc2)cc1OC (stereo not drawn)	1%	-9%	15%
Cc1ccccc1C(=O)N1CCN(c2ccc(NC(=O)Cc3ccccc3)cc2)CC1	3%	-9%	-3%
CN(CC(=O)Nc1ccccc1C(F)(F)F)C(=O)C1CC1	0%	/	15%
COc1ccc(S(=O)(=O)Nc2ccc(S(=O)(=O)N3CCCCC3)cc2)cc1	-1%	-22%	-4%
O=c1oc(-c2cccs2)nc2ccc(Br)cc12	0%	12%	-6%
Cc1ccc(-n2nnnc2SCC(=O)Nc2cc(C)on2)c(C)c1	0%	4%	7%
CCOc1ccc(C(=O)Nc2cccc(-n3cnnn3)c2)cc1OCC	-5%	0%	9%
COc1cc(NC(C)=O)ccc1NC(=O)c1cc2ccccc2o1	/	-20%	-15%
COc1ccc(NC(=S)N2CCN(C/C=C/c3ccccc3)CC2)cc1	5%	-2%	-1%
Cc1ccc(Nc2cccccc2=O)cc1	6%	3%	-7%
CC(=O)c1ccc(Nc2nc3ccccc3nc2NS(=O)(=O)c2cccs2)cc1	0%	3%	-18%
Cc1cc(C(=O)CSc2ccc(F)cc2)cc(C)c1O	/	-15%	10%
COc1ccc(OC)c(S(=O)(=O)CC(O)COc2ccccc2Cl)c1 (stereo not drawn)	0%	-23%	-13%
Cc1nnc(NC(=O)CSCc2cc(=O)c3ccc(C)c(C)c3[nH]2)s1	3%	/	-14%
CCC[C@H]1NC(=O)[C@H](C)N(C)C(=O)C(C)(C)C(=O)C(C)NC(=O)[C@H](Cc2ccc(OC)cc2)N(C)C(=O)[C@H](C(C)C)N(C)C(=O)CNC(=O)[C@H](CC(C)C)N(C)C(=O)CNC(=O)[C@H]([C@@H](C)CC)OC(=O)[C@H]1C (stereo partly drawn)	0%	/	-13%
CCOC(=O)CCc1c(C)c(C#N)c2[nH]c3ccccc3n2c1=O	3%	?	-7%
O=C(CN1CCN(Cc2ccccc2)CC1)N/N=C/C=C/c1ccco1	-3%	-6%	-3%
CCCCN(C(=O)c1ccc([N+](=O)[O-])o1)c1c(N)n(CC(C)C)c(=O)[nH]c1=O	/	5%	-11%
O=C(NCCc1ccccc1)C1CCC(=O)N(Cc2cccc(C(F)(F)F)c2)C1 (stereo not drawn)	4%	-1%	7%
COc1ccc(-c2cc(C(=O)NCCCn3ccnc3)no2)cc1OC	5%	4%	-3%
O=C1C2CCCN2C(c2cccs2)N1c1ccc(Cl)cc1 (stereo not drawn)	-3%	8%	2%
CC(C)CC(=O)N/C(N)=N/c1nc2ccccc2o1	4%	4%	-7%
COc1ccccc1CNc1nc(-c2ccco2)nn1C(=O)c1ccccc1[N+](=O)[O-]	4%	/	4%
CC(=O)c1cccc(NC(=O)CCCOc2ccc(C)cc2)c1	4%	?	-2%
Cc1cc(=O)[nH]c(SCC(=O)NCCc2ccccc2)n1	4%	0%	-2%
CCC(C)/C(C)=N/NC(=O)CSc1nc2ccccc2[nH]1 (stereo not drawn)	0%	0%	11%
COc1ccc(-n2c(COc3cccc4ccccc34)nnc2SCC(=O)NCc2ccco2)cc1	10%	-3%	-17%
CC(=O)OC/C=C(\C)CCC=C(C)C	5%	-21%&2%	41%
O=C(NC1CCS(=O)(=O)C1)c1ccc(S(=O)(=O)N2CCCCC2)cc1 (stereo not drawn)	6%	?	-8%
COc1cccc2c(=O)c3c(cnn3C)n(C)c12	1%	?	?
CC1Nc2ncnc(N3CCOCC3)c2N(Cc2ccccc2)C1=O (stereo not drawn)	-9%	-9%	-19%
CCCn1cc(NC(=O)c2cc(-c3ccccc3)on2)cn1	1%	6%	11%
COc1ccc(CC(NC(C)=O)C(=O)NC2CCN(c3c4c(nc5ncnn35)CCC4)CC2)cc1OC (stereo not drawn)	/	6%	1%
CCOc1ccc(-n2nc(CO)c(C(=O)NCc3cccnc3)n2)cc1	9%	/	4%
CN(C)CCCN(C(=O)c1ccc(S(=O)(=O)N(C)C)cc1)c1nc2cc3c(cc2s1)OCO3	-4%	-12%	-11%
COc1ccc(C(=O)NC(=O)COC(=O)c2ccc3ncsc3c2)cc1	-9%	20%	/
COc1cc(OC)c(C(=O)NC2CC(C)(C)NC(C)(C)C2)cc1OC	-6%	3%	1%
Cc1cc(C)c(S(=O)(=O)Nc2ccccc2C(F)(F)F)c(C)c1	-9%[56.1 µM]	6%	/

Compounds from the list above that have fluorine (13):
SMILES	TDP1 block	N370S GC	FEN1 inhibitor
Cn1nccc1NS(=O)(=O)c1ccc(NC(=O)C(F)(F)F)cc1	4%	4%	8%
Cc1ccccc1C(=O)N1CCC(C(=O)Nc2ccc(F)cc2)CC1	1%	5%	-4%
CC(=O)C1C(c2cccc(F)c2)c2c(n[nH]c2C)CC1(C)O (stereo not drawn)	3%	-10%	23%
CN(Cc1c(F)cccc1Cl)C(=O)c1ccc2ccccc2n1	18%	-4%	12%
COc1ccc(CN2C(=O)CN(C3CCCCCC3)C(=O)C2c2ccc(F)cc2)cc1 (stereo not drawn)	-3%	5%	-20%
Cc1cc(=O)oc(C)c1C(=O)Nc1cccc(F)c1	3%	2%	3%
CCOC(=O)C(NC(C)=O)(Nc1ccc(S(=O)(=O)Nc2nccs2)cc1)C(F)(F)F (stereo not drawn)	3%	23%	1%
O=C(c1cc(C(=O)N2CCN(c3ccc(F)cc3)CC2)cc([N+](=O)[O-])c1)N1CCN(c2ccc(F)cc2)CC1	/	0%	9%
Cc1ccc(NC(=O)C2=NNC(=O)CC2)cc1F	-4%	-10%	-3%
CN(CC(=O)Nc1ccccc1C(F)(F)F)C(=O)C1CC1	0%	/	15%
Cc1cc(C(=O)CSc2ccc(F)cc2)cc(C)c1O	/	-15%	10%
O=C(NCCc1ccccc1)C1CCC(=O)N(Cc2cccc(C(F)(F)F)c2)C1 (stereo not drawn)	4%	-1%	7%
Cc1cc(C)c(S(=O)(=O)Nc2ccccc2C(F)(F)F)c(C)c1	-9%[56.1 µM]	6%	/

An unsorted share of the library. Share with any hit: about 0.53%.
